SRC3 TRFRET art: flags TR-FRET format artefacts in PPARgamma SRC-3 recruitment agonist screen; TR-FRET ratio at 8 µM; TR-FRET artefact counter-screen, PPARgamma/SRC-3 format; hits give high values; AID 1048; 99,000 tested, 0.39% active; in the data active = TR-FRET ratio above about 2000; note: inactives centre near 1600; reference of the scale not given here
SRC1 TRFRET art: TR-FRET artefact, counter-screen to PPARgamma/SRC-1 agonist assay | TR-FRET detection artefact counter-screen, emission ratio; hits give high values | TR-FRET ratio at 8 µM | 99,000 tested, 0.34% active; in the data active = TR-FRET ratio above about 2300; note: inactives centre near 1800; reference of the scale not given here
* = called active by the depositor.

SMILES | SRC3 TRFRET art | SRC1 TRFRET art
CCOc1ccc(C(=O)NCC(=O)OCc2cc([N+](=O)[O-])cc3c2OCOC3)cc1OCC | 1545 | 1688
Cc1ccc(S(=O)(=O)N(C)C)cc1NC(=O)COC(=O)Cc1ccc(Br)cc1 | 1476 | 1761
O=C(c1cc(COc2ccc(F)cc2F)on1)N1CCCC(c2ccccc2)C1 (centres undefined) | 1558 | 1826
Cc1ccc(NC(=O)COC(=O)/C=C/c2cccs2)cc1 | 1415 | 1834
O=C(c1ccc2c(c1)OCO2)C1CCCN(Cc2cn[nH]c2-c2cccc(F)c2)C1 (centres undefined) | 1583 | 1774
COC(=O)c1c(NC(=S)NC(=O)c2ccco2)sc2c1CCCC2 | 1453 | 1711
Cc1[nH]nc2c1C(c1ccc(N(C)C)cc1)C1=C(CC(C)(C)CC1=O)N2 (centres undefined) | 1387 | 1896
CC(C)OCCCNCC(O)c1ccccc1 (centres undefined) | 1704 | 1751
O=C(c1nc2ccccn2c1CNCCCn1ncc2ccccc21)N1CCOCC1 | 1572 | 1573
COc1ccc(CCN(C)Cc2nc(Cc3ccc(OC)c(OC)c3)no2)cc1OC | 1636 | 1553
COc1ccccc1NC(=O)COC(=O)c1ccccc1OCC(=O)Nc1ccc(SC(F)F)cc1 | 1710 | 1770
CCOC(=O)C1=CN(CC2CCCO2)C=C(C(=O)OCC)C1c1ccccc1C(F)(F)F (centres undefined) | 1479 | 1823
CCOc1ccc(N2C(=O)CC(S/C(N)=N/N=C/c3cccs3)C2=O)cc1 (centres undefined) | 1540 | 1897
CC12CCC(C(=O)N(CC(O)CN3CCCCCC3)C1=O)C2(C)C (centres undefined) | 1329 | 1832
COc1ccc2c(c1)CCN=C2Cc1ccc(OC)c(OC)c1 | 1650 | 1861
C#CCOCCOCCOCCNc1nc(N2CCN(C(=O)[C@H]([C@@H](C)CC)n3cc([C@@H](N)CO)nn3)CC2)nc(N2CCN(C(=O)[C@H](Cc3cc4ccccc4[nH]3)n3cc([C@@H](N)C(C)CC)nn3)CC2)n1 (some centres undefined) | 1795 | 1795
CC(C)NC(=O)COc1nncc2ccccc12 | 1729 | 1823
N#Cc1c(-c2ccccc2)c(C#N)c2nc3ccccc3n2c1N | 1642 | 1762
O=C(COC(=O)[C@@H]1CCCN1S(=O)(=O)c1ccc(Cl)cc1)NCC(F)(F)F | 1521 | 2117
O=C(O)CCCCCn1c(SCc2cc(=O)n3cc(Cl)ccc3n2)nc2ccsc2c1=O | 1628 | 1818
COc1ccc2c(CC(=O)OCC(=O)Nc3ccccc3[N+](=O)[O-])coc2c1 | 1715 | 1816
Cc1cc(C)cc(C(=O)N(CCc2ccccc2)C2=CC3CCC(C2)N3C)c1 (centres undefined) | 1656 | 1724
COc1ccc(-c2noc(=O)[nH]2)cc1 | 1595 | 1954
COCCCNC(=S)Nc1ccc(N2CCCCC2)cc1 | 1474 | 1621
O=[N+]([O-])c1ccc2nc(-c3ccc(OC(F)F)cc3)cn2c1 | 1534 | 1787
COC(=O)CCC(=O)Nc1nccs1 | 1414 | 1935
CC(C(=O)NC1CCCC1)N(c1ccc(Oc2ccccc2)cc1)S(C)(=O)=O (centres undefined) | 1541 | 1636
Cc1cc(C(=O)Nc2nc3c(s2)CCCC3)cs1 | 1655 | 2046
O=C(COC(=O)c1cccc2ccccc12)Nc1cccnc1Cl | 1922 | 2039
O=C(CCCN1C(=O)c2cccc3cccc(c23)C1=O)NCCN1CCOCC1 | 1397 | 1645
CC(=O)c1ccc(NC(=O)c2ccn(C(=O)OCC(C)C)n2)cc1 | 1683 | 2038
NS(=O)(=O)c1ccc(NC(=O)c2ccc(COc3ccccc3)o2)cc1 | 1469 | 1803
Cc1ccc(S(=O)(=O)CCC(=O)OCc2ccc(Cl)cc2)cc1 | 1677 | 1643
CCOC(=O)C1=C(C)NC(C)=C(C(=O)OCCNC(=O)c2cccnc2)C1c1cccc([N+](=O)[O-])c1 (centres undefined) | 1417 | 1919
COc1ccc(NC(=O)CN(C)CC(=O)Nc2ccc(Cl)cc2F)cc1 | 1500 | 1761
O=C(NCc1ccccc1)c1ccccc1Br | 1591 | 1812
CC1(C(=O)NCc2ccccn2)C=CCN1C(=O)c1ccccc1 (centres undefined) | 1481 | 1521
O=[N+]([O-])c1ccc(Cc2nnc(-c3ccc(F)cc3)o2)cc1 | 1671 | 1821
CCC1=NN(C(=O)COc2ccccc2)C(O)(c2ccncc2)C1 (centres undefined) | 1378 | 1588
COc1cccc(NC(=O)CN(Cc2ccccc2)S(C)(=O)=O)c1 | 1499 | 1850
COc1ccc(C(=O)Nc2c(C)ccc3nsnc23)cc1[N+](=O)[O-] | 1504 | 2015
C/C(=N\O)C(=O)NCCCn1ccnc1 | 1513 | 1733
O=C(N/N=C/C=C/c1ccccc1)c1ccncc1 | 1272 | 1824
CCN(CC)S(=O)(=O)c1ccc(Cl)c(NC(=O)COC(=O)c2cccn2C)c1 | 1714 | 1654
CC(C)Cc1nn2c(=O)cc(O)nc2s1 | 1783 | 1949
COc1ccc(-c2[nH]ncc2CN(C)C(C)c2cccs2)c(F)c1 (centres undefined) | 1661 | 1748
CCOC(=O)c1nc(-c2ccccc2)oc1N(C)C | 1376 | 1669
CCN(CC)CCC#CC(O)(c1ccccc1)c1ccccc1 | 1537 | 1843
NS(=O)(=O)c1ccc(Nc2ccc3nonc3c2[N+](=O)[O-])cc1 | 1621 | 1961
CCCOc1ncnc2c1sc1nc3c(cc12)COC(C)(C)C3 | 1746 | 1673
O=C1CCC/C(=N/NC(=O)C2CCN(S(=O)(=O)c3cccs3)CC2)C1 | 1581 | 1676
COc1ccc(N2C(=O)CC(N(C)CCc3ccc(OC)c(OC)c3)C2=O)cc1 (centres undefined) | 1530 | 1896
CCOC(=O)C1CCN(c2ccc(Cl)nn2)CC1 | 1824 | 1827
COC(=O)c1ccc(-c2ccc(/C=N/N3C(=O)C4C5C=CC(CC5)C4C3=O)o2)cc1 (centres undefined) | 1371 | 1656
O=C(Cc1ccccc1F)Nc1cccc2cccnc12 | 1628 | 1692
CC(C)N=c1scc(-c2cccs2)n1/N=C/c1ccc(O)c(O)c1O | 1469 | 1643
Nc1nc(-c2ccc(Cl)cc2)nn1C(=O)c1cccs1 | 1570 | 1665
CCN(CC)S(=O)(=O)c1ccc(NC(=O)c2cc(-c3cccs3)nc3ccccc23)cc1 | 1556 | 1867
CN1CCN(C(=O)CCc2ccc(S(=O)(=O)NC3CCCCC3)cc2)CC1 | 1798 | 1717
O=C(CCCCCNC(=O)c1ccccc1)N/N=C/c1ccccc1O | 1385 | 1658

Further records follow:
SMILES | SRC3 TRFRET art | SRC1 TRFRET art
Cc1c(Cl)cccc1N/C(SCC(=O)N1CCCCCC1)=C(/C#N)c1nc2ccccc2s1 | 1427 | 1780
COc1cnc(-c2ccccn2)nc1NC(C)C | 1678 | 1641
Cc1nc(C)c(CCNC(=O)c2ccccc2)s1 | 1363 | 1774
c1ccc(Nc2nn[nH]n2)cc1 | 1538 | 1821
Cc1ccc(C(c2nnnn2C2CCCC2)N2c3ccccc3CC2C)cc1 (centres undefined) | 1420 | 1749
COCCSc1nnc(NC(=O)c2cc(C(=O)OC)cc([N+](=O)[O-])c2)s1 | 1810 | 1771
CCCOc1ccc(/C=C2\SC(=S)N(CC3CCCO3)C2=O)cc1 (centres undefined) | 1750 | 2097
CCCC(=O)C1=C(O)C(C(=O)OC)C(C)(C)CC1=Nc1ccc(OC)cc1 (centres undefined) | 1424 | 1746
O=C(COC(=O)C12CC3CC(CC(C3)C1)C2)Nc1ccccc1F | 1728 | 1879
Cc1ccc(N2C(=O)C3C4C=CC(CNC(=S)N5CCN(c6cccc(C)c6)C(C)C5)(O4)C3C2=O)cc1 (centres undefined) | 1604 | 2138
COc1ccc(N2C(=O)CC(Sc3nc4c(cc3C#N)CCC4)C2=O)cc1 (centres undefined) | 1622 | 1534
COc1ccc(COCCN2CCN(S(=O)(=O)c3ccc(C)cc3)CCC2=O)cc1 | 1654 | 1848
Cn1cc(P(=S)(N2CCOCC2)N2CCOCC2)cc1P(=S)(N1CCOCC1)N1CCOCC1 | 1417 | 2092
CC1(C)Cc2nc3sc4c(N(CCO)CCO)nnnc4c3cc2CO1 | 1509 | 1872
COc1ccc(NC(=S)N(CCCN2CCOCC2)Cc2ccccn2)cc1 | 1606 | 1793
Cc1cccc(-n2c(-c3ccncc3)n[nH]c2=S)c1C | 1652 | 1753
CC(C)CSc1nc2ccccc2n1CC(=O)O | 1487 | 1773
CCOC(=O)/C(C#N)=C1/C=CN(c2ccccc2)C=N1 | 1533 | 1993
COc1ccc(O)c(C(=O)c2cnn(-c3ccccn3)c2)c1 | 1459 | 1784
CN(C)CC1CCCCC1OC(=O)c1ccc(Cl)cc1Cl (centres undefined) | 1465 | 1669
O=C(O)CCN=Cc1c(O)c2ccccc2oc1=O | 1454 | 1666
S=C(NN=C1CCN(Cc2ccccc2)CC1)NC1CCCCC1 | 1584 | 1698
Cc1cccc(Oc2ncnc(N)c2[N+](=O)[O-])c1C | 1523 | 1805
Cc1ccc(C2=CC(C)(c3ccc(C)cc3)Nc3nc(C(F)(F)F)nn32)cc1 (centres undefined) | 1406 | 2012
N#CC1=C(N)Oc2c(oc(CO)cc2=O)C12C(=O)Nc1ccc(Cl)cc12 (centres undefined) | 1439 | 1894
CCNC(=S)N(Cc1ccccc1)Cc1nc2ccccc2c(=O)[nH]1 | 1402 | 1580
CC(C)Sc1nc(N2CCCC2)c2c(c1C#N)CC(C)(C)OC2 | 1407 | 1890
O=C(Nc1ccc(Cl)c(Cl)c1)N1CC=CCC1 | 1573 | 1984
N=C1SCC(=O)N1c1ncc(Cc2cccc(Cl)c2)s1 | 1607 | 1693
CCNC(=S)SCCOc1ccc(C)cc1 | 1451 | 1565
O=C(NCCCNc1ccc([N+](=O)[O-])cc1Cl)c1ccccc1F | 1450 | 1916
Cc1cccc(NC(=S)NCCc2ccccc2)n1 | 1560 | 1962
Cc1ccc(-c2nc3ncccc3o2)cc1NC(=O)c1cccs1 | 1732 | 1785
CCC(C(=O)OCC(=O)Nc1ccc(C(=O)Nc2ccc(OC)cc2)cc1)c1ccccc1 (centres undefined) | 1463 | 1567
COc1cccc(/C=N/n2c(-c3ccco3)nc3ccccc3c2=O)c1OC | 1627 | 1903
COc1cc(C(=O)NCC(=O)N/N=C(/C)c2ccc3c(c2)CCCC3)cc(OC)c1OC | 1578 | 1872
CCN(CC)CCN1C(=O)C(=O)/C(=C(/O)c2ccc(Cl)cc2)C1c1ccncc1 (centres undefined) | 1556 | 1645
N#C/C(=C\c1cn(Cc2cccc(F)c2)c2ccccc12)C(=O)NCc1ccco1 | 1494 | 1852
CN1/C(=C\C(=O)COC(=O)c2ccco2)C(C)(C)c2ccccc21 | 1787 | 1761
Cc1ccc(Cl)cc1-c1ccc(C=Nc2ccc(N3CCOCC3)cc2)o1 | 2494* | 2713*
CCC/C(=N/NC(=O)c1cccc(Cl)c1)c1ccccc1 | 1472 | 1825
NC(=O)NC(=O)COC(=O)c1ccc(OC(F)(F)F)cc1 | 1293 | 1702
COc1ccccc1/C=N/NC(=O)c1ccccc1NS(=O)(=O)c1ccc(C)cc1 | 1487 | 1841
O=C(/C=C/c1ccco1)NC1CCCC1 | 1594 | 1577
Cc1ccccc1C1=N/C(=C/c2cccnc2)C(=O)O1 | 1556 | 1844
COc1ccccc1NC(=O)Cn1c(=O)n(CCc2c[nH]c3ccccc23)c(=O)c2cccnc21 | 1540 | 1771
CS(=O)(=O)N1CCN(c2ccc(NC(=S)NC(=O)c3ccc4c(c3)OCO4)cc2)CC1 | 1443 | 1693
Cc1nc(N)sc1-c1csc(Nc2ncccn2)n1 | 1430 | 1930
CC1C2CC(C/C2=N/NC(=O)c2cccs2)C1(C)C (centres undefined) | 1474 | 1752
NS(=O)(=O)c1ccc(CCNC(=O)/C=C/c2ccccc2[N+](=O)[O-])cc1 | 1391 | 1868
CCn1nc(C)c(CN2CCN(Cc3ccsc3)C(CCO)C2)c1C (centres undefined) | 1551 | 1762
Nn1c(COc2ccc(Cl)cc2)n[nH]c1=S | 1397 | 1787
COc1ccc(NC(=O)c2ccc([N+](=O)[O-])cc2[N+](=O)[O-])c(OC)c1 | 1766 | 1770
O=S(=O)(NCc1ccccc1F)c1cccc(S(=O)(=O)N2CCOCC2)c1 | 1544 | 1919

An excerpt of these results, with values under each structure.
Results follow in this order: SRC3 TRFRET art, SRC1 TRFRET art
- CCN(CC)CCN1C(=O)C(=O)/C(=C(/O)c2ccc(Cl)cc2)C1c1ccncc1 (centres undefined)
    1556, 1645
- N#C/C(=C\c1cn(Cc2cccc(F)c2)c2ccccc12)C(=O)NCc1ccco1
    1494, 1852
- CN1/C(=C\C(=O)COC(=O)c2ccco2)C(C)(C)c2ccccc21
    1787, 1761
- Cc1ccc(Cl)cc1-c1ccc(C=Nc2ccc(N3CCOCC3)cc2)o1
    2494*, 2713*
- CCC/C(=N/NC(=O)c1cccc(Cl)c1)c1ccccc1
    1472, 1825
- NC(=O)NC(=O)COC(=O)c1ccc(OC(F)(F)F)cc1
    1293, 1702
- COc1ccccc1/C=N/NC(=O)c1ccccc1NS(=O)(=O)c1ccc(C)cc1
    1487, 1841
- O=C(/C=C/c1ccco1)NC1CCCC1
    1594, 1577
- Cc1ccccc1C1=N/C(=C/c2cccnc2)C(=O)O1
    1556, 1844
- COc1ccccc1NC(=O)Cn1c(=O)n(CCc2c[nH]c3ccccc23)c(=O)c2cccnc21
    1540, 1771
- CS(=O)(=O)N1CCN(c2ccc(NC(=S)NC(=O)c3ccc4c(c3)OCO4)cc2)CC1
    1443, 1693
- Cc1nc(N)sc1-c1csc(Nc2ncccn2)n1
    1430, 1930
- CC1C2CC(C/C2=N/NC(=O)c2cccs2)C1(C)C (centres undefined)
    1474, 1752
- NS(=O)(=O)c1ccc(CCNC(=O)/C=C/c2ccccc2[N+](=O)[O-])cc1
    1391, 1868
- CCn1nc(C)c(CN2CCN(Cc3ccsc3)C(CCO)C2)c1C (centres undefined)
    1551, 1762

Screens: PubChem BioAssay, The Scripps Research Institute Molecular Screening Center

This is a subset; rates above refer to the full screens.
